HSF1 activator: increases HSF-1 driven luciferase reporter signal. 300,000 compounds, 1.7% hits. NIH3T3-HGL HSF-1 luciferase reporter, MG132, 8 h; 100% = twice DMSO control signal. activation, % at 9 µM;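 active = mean replicate activation of at least 50% with a set share of replicates each reaching 50%; inconclusive = only one of those two conditions met; inactive = mean below 50% and too few replicates reaching it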;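 also: 0% = median of the neutral control wells and 100% = twice that signal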
HSP90 refold inh: blocks HSP90-mediated luciferase refolding in reticulocyte lysate; Rabbit reticulocyte lysate, luciferase refolding luminescence, 3 h; inhibition, % at 5.6 µM; 290,000 compounds, 0.91% hits;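 active = inhibition above the screen-wide mean plus 3 SD, computed separately per campaign, cut at about 16% in these data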;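 also: 0% = DMSO wells and 100% = 60 µM geldanamycin wells; inhibitors lower the luminescence because luciferase stays unfolded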
KLF5 inh: kruppel-like factor 5 inhibition; 290,000 compounds, 0.23% hits; DLD-1 KLF5 promoter-luciferase reporter, luminescence; inhibition, % at 5 µM;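 active = inhibition above a per-plate limit of that plate's mean compound inhibition plus 3 SD, cut at about 60% in these data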;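 also: 0% = DMSO wells and 100% = LY294002 at 200 µM; higher means less KLF5 promoter-driven luciferase light; inactives centre near -14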
HIF act: HIF pathway transcriptional activation; U2OS HRE-luciferase reporter, luminescence; normalized: DMSO 0%, desferrioxamine 100%; activation, % at 7.5 µM (by protocol); 300,000 compounds, 0.32% hits; AID 1910;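 active = mean activation of at least 10% of the iron chelator positive control signal, with at least half of replicates also reaching 10%; inconclusive = mean and replicate majority disagree about reaching 10%; inactive = mean and most replicates under 10%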
HSF1 inhib: HSF1 inhibition; NIH3T3-HGL HSE-luciferase, MG132-induced, luminescence 8 h; active compounds read low; 300,000 compounds, 0.77% hits; activity change, negative = inhibition, % at 7.5 µM (by protocol); AID 2098;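 active = more than half of replicate wells show activity change below -50%, luminescence cut by over half; inconclusive = some wells, but at most half, below -50%; inactive = no replicate well below -50%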;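 also: luciferase reports HSF-1 transcriptional activity via heat shock element; 0% = median of DMSO wells and -100% = zero luminescence signal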
AI-2 QS mod: Vibrio harveyi AI-2 quorum sensing modulation; 300,000 compounds, 0.4% hits; AID 2094; Vibrio harveyi JMH597 AI-2 luminescence/OD600 ratio, 9 h; active compounds read low; strain lacks LuxN and CqsS sensors; 0 = neutral-control median; activity change, % at 7.5 µM; in the data active = activity change below about -75%, passing the limit was not always enough; inconclusive = no clear call, values can overlap the other calls;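 also: luminescence divided by OD600 gain over 9 h not by final OD600 alone; inactives centre near 13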
Platelet DG rel: modulates dense granule release in human platelets; AID 1663; human platelet-rich plasma, SFLLRN dense granule ATP release, luminescence; 300,000 compounds, 0.22% hits; inhibition, %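 (compounds screened at 7.5 µM in platelet-rich plasma)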;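 active = mean replicate score, as percent of positive control, at or above 50; inconclusive = mean below 50 but at least one replicate at or above 50; inactive = mean and every replicate below 50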
IEC-6 cytotox: kills IEC-6 intestinal cells in KLF5 counter-screen | IEC-6 cytotoxicity, luminescence viability | inhibition, % at 5 µM | 290,000 compounds, 0.78% hits | AID 1825; in the data active = inhibition above about 22%;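 also: 0% = plate median of test compound wells and 100% = cytotoxic reference compound wells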
aSyn UTR inh: 5' untranslated region of α-synuclein, MLPCN primary screen; alpha-synuclein 5'UTR reporter, inhibitor activity; AID 1813; inhibition, % (tested at 7.5 µM); 300,000 compounds, 0.82% hits; in the data active = inhibition above about 60%; inconclusive = no clear call, values can overlap the other calls;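 also: H4 neuroglioblastoma cells stably carrying SNCA 5'UTR luciferase fusion; 0% = DMSO wells and 100% = positive control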
SKKanGAS inh: inhibitors of SKKanGAS S. pyogenes growth in kanamycin (SK-promoter or general growth effect) | 300,000 compounds, 1.3% hits | AID 1662 | BacTiter-Glo, 6 h | inhibition, % at 7.5 µM;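 active = mean replicate score, as percent of positive control median, at least 50; inconclusive = mean below 50 but one replicate at or above 50; inactive = mean and every replicate below 50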;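 also: strain carries kanamycin resistance gene driven by streptokinase promoter and grows in 40 µg/ml kanamycin; loss of luminescence reflects streptokinase promoter inhibition or plain growth inhibition; 0% = median of DMSO wells and 100% = positive control at its reference dose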
* marks the source's active call; other numbers are inactive results; ? = inconclusive; . = not tested or not shown.

SMILES	HSF1 activator	HSP90 refold inh	KLF5 inh	HIF act	HSF1 inhib	AI-2 QS mod	Platelet DG rel	IEC-6 cytotox	aSyn UTR inh	SKKanGAS inh
COC(=O)c1ccccc1NC(=O)N1CCN(C(=O)c2ccco2)CC1	-10.2	4.7	-23.3	0.0	-5.0	5.1	-2.4	4.4	13.1	-12.7
COc1ccc(N2CCN(C3CCN(S(=O)(=O)c4ccc(F)cc4)CC3)CC2)cc1	0.4	1.5	-24.9	-0.2	-2.4	17.7	-9.7	2.3	4.0	5.2
COc1cc2c(C(=O)N3CCCc4ccccc43)cn(C)c(=O)c2cc1OC	-9.7	-2.2	-3.9	-0.4	-1.7	33.5	4.9	1.0	-6.2	3.7
Cc1cc(=O)oc2cc(OCC(=O)N/N=C/c3ccccc3O)ccc12	-7.2	1.4	9.0	-1.1	-5.0	11.2	-3.4	-3.5	13.3	7.9
O=C(COc1cccnc1[N+](=O)[O-])NCc1ccc(F)cc1	16.6	2.8	-78.4	-1.6	2.6	-61.6	6.8	5.1	-1.7	4.6
Cc1cccc2[nH]c(CN(C)C(=O)CC3C(=O)NCCN3CC(C)(C)C)nc12 (centres undefined)	1.5	4.1	3.4	-0.2	-1.6	14.6	0.2	-6.3	-16.1	-5.5
O=C(Cc1ccccc1)Nc1ccc(NC(=O)Cc2ccccc2)c(Cl)c1	0.8	1.0	-23.4	-0.1	-3.2	.	7.7	2.3	-6.4	-0.4
Cc1nc(NC(=O)COC(=O)C(NC(=O)c2ccco2)C(C)C)c(Cl)cc1Cl (centres undefined)	-1.2	-2.9	5.6	-1.2	-3.0	17.0	0.4	-0.2	-13.1	8.0
O=C(CSc1nnc(Cc2cccs2)n1-c1ccccc1)Nc1ccc2c(c1)OCCO2	13.7	4.7	1.5	-7.3	11.4	24.8	-8.6	-1.5	9.0	-7.4
O=c1c2c3c(sc2nc2n1CCCC2)CCCC3	11.3	-2.0	-35.3	1.1	3.8	19.0	2.5	-11.0	-24.6	5.6
O=C(NC1CC1)C1CCN(c2ccc(S(=O)(=O)N3CCOCC3)cc2Cl)CC1	-8.8	0.1	-8.5	-0.3	-0.3	-5.9	6.1	-2.9	-13.3	4.7
CC(C)c1nc2sc3ccccc3c(=O)c2c(=O)n1Cc1ccccc1	-2.2	2.7	-30.2	-0.1	-2.6	14.7	-1.9	-5.2	?	5.9
COc1ccc(C2=NS(=O)(=O)N(C)C(C(=O)N3CCC(C(N)=O)CC3)=C2)cc1	-16.6	-4.3	-28.9	-0.2	-6.4	24.5	-2.4	-5.2	-9.8	6.3
Cc1ccc(C)c(C(=O)CCC(=O)Nc2cccnc2)c1	-6.4	3.2	-6.4	-0.4	4.2	6.4	-1.0	9.0	19.0	2.7
Cc1onc(-c2ccccc2Cl)c1C(=O)N1CCCCC1C(=O)O (centres undefined)	0.9	4.0	7.9	.	-1.1	25.2	-3.6	-6.0	-9.2	-4.7
CCc1cc(=O)oc2cc(OCC(=O)N(CC)CC)c(Cl)cc12	9.2	0.7	-53.2	0.1	-1.9	3.6	-12.9	3.5	18.9	-1.3
CCOC(=O)/C(=N\O)C1=NC(C)(C)Cc2ccccc21	-3.9	-1.1	2.7	-0.4	-3.5	-3.7	7.5	-0.6	-11.4	-2.1
CCOC(=O)CCn1cc(F)c(=O)n(Cc2ccccc2)c1=O	24.5	-1.1	-15.3	-0.2	-1.3	12.9	-3.7	-22.2	17.6	3.2
O=C(OCn1ncc(Cl)c(Cl)c1=O)c1ccc(F)cc1	-94.5	-3.6	-19.1	-2.5	-93.6*	-5.8	4.1	13.5	-21.6	3.8
Cc1ccc(Nc2n[nH]c(C)c2[N+](=O)[O-])c(C)c1	16.9	-5.7	-17.5	0.6	8.9	15.1	6.7	13.9	-65.8	2.5
O=C(O)c1ccc(N/N=C/c2ccnc3ccccc23)cc1	-10.8	1.8	-36.5	2.3	0.8	0.6	15.0	0.4	-119.4	21.7
CCC(=O)Nc1ccc(S(=O)(=O)N2CCN(c3ccc(F)cc3)CC2)cc1	2.1	2.7	-10.5	0.0	2.6	27.0	-4.2	-4.0	20.5	9.6
CCc1ccc(NC(=O)C(=O)N/N=C(\C)CC(=O)Nc2ccccn2)cc1	-0.3	-2.4	-4.2	1.9	0.5	14.3	-3.5	-5.2	-17.3	5.3
COc1cccc(CN2CCNC(=O)C2CC(=O)N2CCOc3ccccc3C2)c1OC (centres undefined)	14.2	2.1	-34.2	0.1	0.2	16.5	-4.6	3.3	27.5	-2.3
O=C(N/N=C\c1ccc2c(c1)OCO2)c1ccco1	26.3	4.4	-84.7	2.6	2.3	31.0	21.0	-4.9	-102.5	5.8
Next part
SMILES	HSF1 activator	HSP90 refold inh	KLF5 inh	HIF act	HSF1 inhib	AI-2 QS mod	Platelet DG rel	IEC-6 cytotox	aSyn UTR inh	SKKanGAS inh
Brc1ccc2ncnc(Nc3ccc(N4CCOCC4)cc3)c2c1	-31.8	-2.8	-25.6	.	-27.7	20.5	-11.3	-2.7	-32.4	1.7
O=C(CN1C(=O)COc2ccc(S(=O)(=O)N3CCCCCC3)cc21)NCc1ccc(F)cc1	3.3	-4.2	-5.8	-0.2	4.1	4.4	7.0	-1.3	-7.0	1.1
CCn1c(Cc2ccccc2)nnc1SCC(=O)Nc1nnc(-c2ccccc2)s1	9.4	-1.2	-6.5	-0.2	-0.2	28.8	1.4	1.4	-0.9	-5.8
COc1ccc(/C(N)=N/OC(=O)Cc2cccs2)cc1	-0.1	-2.3	-61.3	3.5	-11.2	-67.3	-14.1	-8.8	-128.8	-7.4
O=C(NC(=S)Nc1ccccc1)C1CCCCC1	26.5	-2.0	-45.7	1.5	13.7	7.5	-11.7	-2.9	-62.5	0.7
CCN(CC)S(=O)(=O)c1cccc(C(=O)N[C@H](C(=O)NNC(=O)c2ccccc2)C(C)C)c1	6.7	1.1	3.4	0.2	-5.9	21.6	-1.0	1.4	-2.1	-3.4
CN(C(=O)c1sc2nc(N3CCCC3)c3c(c2c1N)CC(C)(C)OC3)c1ccccc1	10.5	-0.4	-10.8	-0.4	0.3	31.2	-17.5	-2.4	22.1	8.7
O=C(c1cccc(Cl)c1)C1CCCN(Cc2ccc(N3CCNC3=O)cc2)C1 (centres undefined)	20.5	5.6	-18.5	1.2	10.6	24.5	8.3	7.7	-3.1	12.6
O=C1c2c(O)cc(O)cc2O[C@@]12c1c(cc(O)c3c1O[C@H](c1ccc(O)cc1)[C@@H](O)C3)O[C@@H]2c1ccc(O)cc1	-9.3	2.5	-11.1	-0.5	-5.2	12.2	-0.2	-15.7	1.5	0.3
CCN(CC)S(=O)(=O)c1cccc(C(=O)NC(C(=O)Nc2nnc(C3CC3)s2)C(C)C)c1 (centres undefined)	16.1	1.9	10.8	1.2	3.0	17.0	-1.9	1.0	2.6	1.8
COc1ccc(NC(=O)CSc2ccccc2)c([N+](=O)[O-])c1	22.2	-7.2	-103.2	3.4	17.0	3.4	-2.1	0.1	-106.1	2.7
C=CCOc1cccc(C2C(C(=O)c3ccc(C)o3)=C(O)C(=O)N2Cc2ccncc2)c1 (centres undefined)	0.9	-0.8	-5.4	-0.3	-4.5	4.1	-7.6	-13.3	8.2	26.1
O=C(NCCNc1ccccc1[N+](=O)[O-])c1ccccc1F	55.9*	1.3	-150.1	1.1	26.7	-1.0	8.3	-0.8	-168.0	0.2
COc1ccc(S(=O)(=O)N(Cc2ccc(OC)c(OC)c2)Cc2ccco2)cc1	-15.8	0.5	-33.0	0.0	-3.1	15.5	-18.4	-4.6	-0.6	8.6
Cc1nn(Cc2cccc(C(=O)N3N=C(C(F)F)CC3(O)C(F)F)c2)c(C)c1[N+](=O)[O-] (centres undefined)	6.6	3.3	-32.7	-0.5	1.5	13.3	0.8	6.1	14.8	-2.2
CN1C(=O)Cc2cc(S(=O)(=O)N3CCN(c4cccc(Cl)c4)CC3)ccc21	16.0	1.6	-19.6	0.1	5.9	3.9	-3.8	-2.1	18.0	-1.9
CC(=O)c1cc2c(cc1NC(=O)CCNC(=O)c1ccccc1Cl)OCO2	5.3	-0.4	-39.9	0.2	13.6	21.7	-2.4	1.6	-13.8	5.4
CCCCCOc1ccc(NC(=O)C(=O)NCCC2=CCCCC2)cc1	13.4	2.2	-20.4	-0.3	-2.4	5.6	39.9	5.1	-13.9	-1.0
Cc1cccc(C(=O)N2CCN(CCNC(=O)C(=O)Nc3ccc(F)cc3)CC2)c1	-1.1	1.9	-8.7	0.6	-2.1	9.7	9.6	0.8	-7.6	-1.7
O=C(CN(Cc1ccccc1)S(=O)(=O)c1ccc(S(=O)(=O)N2CCOCC2)cc1)Nc1ccccc1	20.1	0.6	-20.8	0.5	-5.0	8.5	-10.4	-1.9	21.8	-6.5
O=C(O)CCCC(=O)NS(=O)(=O)c1ccc(Cl)cc1	-1.2	1.3	-9.5	-19.5	-2.3	18.0	-4.9	2.0	17.0	2.9
O=C(CCCOc1ccc(Cl)cc1Cl)NCCc1nnc2ccccn12	-2.3	-1.2	-17.1	1.3	0.5	?	-2.0	-4.4	33.6	-9.2
Fc1cccc2sc(Nc3nnc(-c4ccccc4)o3)nc12	72.5*	-1.4	-45.0	2.7	48.6	10.7	9.9	2.6	-89.5	87.4*
O=S(=O)(Cc1cc(NCc2ccccc2)nc(-c2ccccn2)n1)c1ccccc1	16.4	1.0	1.5	-1.1	9.3	36.4	-1.7	2.0	8.0	56.3*
CCN(CC)c1ccc(S(=O)(=O)N(CC)CC)cc1NC(=O)c1cccnc1	-0.6	-0.3	8.4	-0.3	4.0	19.7	0.8	-4.3	-11.2	0.3
(list continues)
SMILES	HSF1 activator	HSP90 refold inh	KLF5 inh	HIF act	HSF1 inhib	AI-2 QS mod	Platelet DG rel	IEC-6 cytotox	aSyn UTR inh	SKKanGAS inh
CC(=O)NC(c1ccccc1)c1cccnc1 (centres undefined)	-9.4	4.2	-6.0	-0.2	-9.2	11.5	3.1	0.2	-7.8	-3.3
COc1ccc(OC)c2c(N3CC(C)OC(C)C3)cc(C(F)(F)F)nc12 (centres undefined)	16.2	-1.0	-1.7	0.0	-5.2	8.9	-2.8	-1.3	26.2	1.0
COc1cc(C(=O)O/N=C(\N)c2cccc([N+](=O)[O-])c2)cc(OC)c1OC	16.7	0.2	-22.0	-0.5	3.2	11.8	6.0	4.4	-22.3	-4.4
COCCn1c(=S)[nH]c2cc(OC)c(OC)cc2c1=O	-1.6	4.8	-6.2	0.6	5.4	37.5	-4.5	6.7	3.8	-0.3
O=C1C2C3c4ccccc4C(c4ccccc43)C2C(=O)N1c1cccnc1 (centres undefined)	-16.0	4.9	-6.4	0.3	0.6	-0.9	-1.4	2.8	-12.3	-13.4
O=C(NC1CC1)c1sccc1-n1cccc1	-11.4	-0.4	-24.7	2.6	0.1	-3.4	-5.5	4.4	16.4	1.5
Cc1ccc(NC(=O)Cn2ncc3ccccc32)c(Cl)c1	6.3	1.1	-6.1	0.9	-0.6	11.8	5.0	-5.1	-50.4	5.1

Screens: PubChem BioAssay, several laboratories
